# Source: PubChem
# ABHD4 inh: inhibits mouse alpha/beta hydrolase domain 4 | Q8VD66 | purified mABHD4, FP-Rh probe fluorescence polarization | inhibition, % at 8.92 µM | hit rate 0.54% among 370,000 | AID 720543;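 active means inhibition exceeding the mean over every tested compound plus 3 SD, cut at about 30% in these data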;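 further: 0% = plate median of compound wells and 100% = S159A mutant with DMSO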
#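 system = mouse ABHD4 enzyme, wild type | medium = HEPES pH 7.0, NaCl, Pluronic buffer | also added = FP-Rh probe | incubation = Enzyme–compound pre-incubation 45 min, then probe 60 min, both 25 °C | technique = fluorescence polarization, excitation 525 nm, emission 598 nm, BODIPY TMR filters | controls = S159A mutant high control, sample median low control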
# TCR-CD3 inh: inhibitors of human TCR-CD3 interaction; TAMRA-labeled TCR probe fluorescence, biochemical; inhibition, % at 9.4 µM; hit rate 0.37% among 360,000; AID 651800; in the data active means inhibition above about 19%;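 further: recombinant mutant TCR 2C K166C tagged with TAMRA read by polarization; 0% = receptor in buffer alone and 100% = receptor with positive control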
# GC-B act: GC-B (human) receptor activation; P20594; HEK293-GC-B cells, CNP EC30, cGMP TR-FRET; 0% at EC30 CNP, 100% saturating CNP; activation, % at 10 µM; hit rate 0.11% among 370,000;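 active means activation at 10 µM reaching about 35% in either raw or pattern-adjusted values, limit read from the data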
# MBD2 DNA inh: inhibitors of human MBD2 binding to methylated oligonucleotide | Q9UBB5 | inhibition, % at 4.4 µM | hit rate 0.31% among 370,000 | TR-FRET | AID 686964; in the data active means inhibition above about 13%
# HTRA1 inh: blocks human HTRA1 serine peptidase | Q92743 | recombinant HTRA1, FP-rhodamine activity-based probe, fluorescence polarization | inhibition, % at 5.96 µM | hit rate 0.5% among 340,000 | AID 504803; in the data active means inhibition above about 36%;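 further: 0% = enzyme with DMSO and 100% = wells lacking enzyme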
# rCAG RNA binder: r(CAG) repeat RNA binding | TO-PRO-1 dye displacement fluorescence | hit rate 1.3% among 370,000 | AID 651821 | inhibition, % at 3 µM;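 active means inhibition above the plate cutoff, the mean of all test compounds on that plate plus 3 SD, cut at about 35% in these data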;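 further: 0% = DMSO alone and 100% = 100 µM mitoxantrone as full dye displacement; higher means more dye released from RNA so lower well fluorescence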
# UHRF1 binding: UHRF1 methyl-DNA binding inhibition. Q96T88. UHRF1 binding to methylated oligo, TR-FRET. inhibition, % at 4.4 µM. hit rate 0.75% among 370,000. AID 687016; in the data active means inhibition above about 21%;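 further: UHRF1 SRA domain binding a hemimethylated CpG hairpin DNA probe; 0% = median of test compound wells and 100% = reference inhibitor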
# PRMT1 inh: inhibitors of human PRMT1. hit rate 1.3% among 370,000. inhibition, % at 2.79 µM. recombinant PRMT1, activity-based probe fluorescence polarization;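 active means inhibition above about 21% made by adding two undisclosed values, limit read from the data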
# SIAE primary: human SIAE inhibition, primary screen; SIAE FP-Rh probe binding, fluorescence polarization; inhibition, % at 9.66 µM; hit rate 0.69% among 370,000;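 active means inhibition above a cutoff: mean of compounds within the control limits plus 3 SD of those, cut at about 17% in these data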;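 further: 0% = plate median of compound wells and 100% = probe without SIAE protein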
# GC-A act: GC-A (human) enzyme activation; HEK293 GC-A cells, cGMP TR-FRET, EC30 ANP; 0% at EC30 ANP, 100% saturating ANP; AID 1671463; activation, % at 10 µM; hit rate 0.14% among 370,000; P16066; in the data active means activation above about 40%
# Target sequence (P16066 whole entry, looked up): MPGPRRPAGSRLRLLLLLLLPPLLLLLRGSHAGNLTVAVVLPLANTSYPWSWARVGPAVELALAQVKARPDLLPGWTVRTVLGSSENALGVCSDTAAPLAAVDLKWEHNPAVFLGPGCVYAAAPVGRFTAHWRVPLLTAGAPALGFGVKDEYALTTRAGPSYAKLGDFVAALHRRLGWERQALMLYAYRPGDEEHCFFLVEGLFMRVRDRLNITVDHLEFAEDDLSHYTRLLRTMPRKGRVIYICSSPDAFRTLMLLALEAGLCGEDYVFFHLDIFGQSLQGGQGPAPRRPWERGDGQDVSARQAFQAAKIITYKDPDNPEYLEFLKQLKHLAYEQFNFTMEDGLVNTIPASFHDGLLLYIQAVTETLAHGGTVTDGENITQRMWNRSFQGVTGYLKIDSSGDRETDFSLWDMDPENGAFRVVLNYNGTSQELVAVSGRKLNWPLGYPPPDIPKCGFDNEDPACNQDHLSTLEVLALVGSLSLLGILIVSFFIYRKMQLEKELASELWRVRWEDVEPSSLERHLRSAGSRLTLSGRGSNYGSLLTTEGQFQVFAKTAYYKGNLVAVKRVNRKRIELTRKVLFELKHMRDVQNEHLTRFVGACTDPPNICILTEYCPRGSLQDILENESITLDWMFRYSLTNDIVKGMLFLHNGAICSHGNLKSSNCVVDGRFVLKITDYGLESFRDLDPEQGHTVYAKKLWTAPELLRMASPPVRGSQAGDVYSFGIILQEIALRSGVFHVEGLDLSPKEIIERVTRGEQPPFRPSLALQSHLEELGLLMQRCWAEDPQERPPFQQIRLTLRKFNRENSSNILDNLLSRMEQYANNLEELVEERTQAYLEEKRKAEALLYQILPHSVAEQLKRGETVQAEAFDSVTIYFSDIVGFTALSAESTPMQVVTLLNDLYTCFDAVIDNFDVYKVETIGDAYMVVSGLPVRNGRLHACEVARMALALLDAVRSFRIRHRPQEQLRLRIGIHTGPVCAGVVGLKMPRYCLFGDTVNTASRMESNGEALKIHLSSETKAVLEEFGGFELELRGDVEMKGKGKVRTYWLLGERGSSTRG
# An asterisk follows results filed as active; . = no result given. Not all compounds are listed; rates above refer to the full screens.
SMILES,ABHD4 inh,TCR-CD3 inh,GC-B act,MBD2 DNA inh,HTRA1 inh,rCAG RNA binder,UHRF1 binding,PRMT1 inh,SIAE primary,GC-A act
O=C1NC[C@H](Cc2ccc(O)cc2)N(C[C@@H]2CCCN2C[C@H](Cc2ccccc2)N2C[C@H](Cc3ccccc3)N(CC3CCCCCC3)C(=O)C2=O)C1=O,8,-4,8,4,.,10,3,5,-2,1
CC1=C(C(=O)N2CCOCC2)CC(CC(=O)NCCCCc2ccccc2)C(=O)N1CCCN1CCCC1=O (stereo unspecified),0,1,0,-1,-5,2,1,-5,0,3
COc1ccc(C(O)c2nc(-c3ccoc3)cs2)cc1 (stereo unspecified),6,1,2,2,.,7,0,1,-5,0
S=C(c1ccc(-c2cccc(Cl)c2)o1)N1CCOCC1,-8,10,35*,3,-7,1,-2,7,0,29
CCOc1ccccc1OCCCC(=O)N(C)CC(=O)Nc1cc(C)ccc1C,5,9,-7,1,-5,-7,-3,1,0,4
N#CC1(C#N)CC(C=O)=C(N)C1(C#N)CC(=O)C12CC3CC(CC(C3)C1)C2 (stereo unspecified),13,9,0,-4,-12,31,-3,-3,-25,7
C=CCC(NCc1ccco1)c1ccc(OC)c(OC)c1 (stereo unspecified),-2,4,-6,1,2,-1,-1,-1,2,-5
CCCCn1c(=O)[nH]c2ccccc21,-1,5,0,-3,-3,3,-1,-7,-1,-1
Cc1ccc(S(=O)(=O)N2CCC(=O)N(C(COCc3ccc(C(F)(F)F)cc3)Cc3ccccc3)CC2)cc1 (stereo unspecified),1,3,-3,-2,-19,-1,-3,-2,-2,-3
CCC[C@H]1CN(c2ccc(Br)cc2)C(=O)[C@@H]1CC(=O)NC,6,-1,-6,2,5,-1,1,3,-2,-2
Cc1ccc(C(=O)N(C)CC(=O)Nc2ccc(N3CCOCC3)cc2)s1,2,6,-6,-4,-2,-13,-3,1,1,0
O=C(NCc1ccccc1)C1=C[C@@H](c2csc3ccccc23)C[C@@H](OCCCCO)O1,-7,2,0,-2,.,5,-4,2,-6,-3
O=S(=O)(c1ccc(Cl)cc1)N1CCN(C(=S)NCC2CCCO2)CC1 (stereo unspecified),6,3,-1,3,-3,-5,1,0,-7,0
Cc1nc(C(C)NC(=O)c2cc(COc3ccc(F)c(F)c3)on2)cs1 (stereo unspecified),-3,4,10,-1,-3,-5,-2,-4,1,6
COc1ccccc1NC(=O)/C(=C\c1cccnc1)NC(=O)c1ccccc1,-1,5,2,-1,1,2,0,-2,5,1
CCCc1cc(=O)[nH]c(SCC(=O)c2cc(C)n(C3CC3)c2C)n1,12,5,10,1,-2,-2,-2,2,1,-3
Cc1cc(-c2ccc(S(=O)(=O)N3CCN(c4cccc(C)c4C)CC3)s2)on1,5,4,3,-2,6,4,-3,-1,-8,-3
CCC(=O)N1CCc2cc(S(=O)(=O)N3CCN(C(=O)c4ccco4)CC3)ccc21,1,0,5,9,-1,-3,14,-1,0,-3
Cc1ccc2[nH]c3c(c2c1)CCCC3NCCO (stereo unspecified),5,-5,-4,2,4,7,5,8,0,-1
COc1ccccc1OC1OC2COC(c3ccco3)OC2C(O)C1NC(C)=O (stereo unspecified),1,5,4,2,6,-2,0,0,6,2
O=C(c1ccc(S(=O)(=O)Nc2ccc(F)cc2)cc1)N1CCN(C(=O)c2ccco2)CC1,4,6,-1,-7,6,0,0,1,3,-1
O=C(Nc1nc2ccccc2[nH]1)c1ccc([N+](=O)[O-])cc1,-2,6,-2,1,6,1,4,-1,1,-4
Cc1cccc(N(CC(=O)NC(C)C)C(=O)CCC(=O)Nc2nccs2)c1,-1,4,-2,-3,11,-9,-2,-2,2,0
CCCCNS(=O)(=O)c1ccc(NC(=O)c2cccs2)cc1,-15,5,-7,0,-17,2,1,1,-11,-1
CC(C)CC(=O)Nc1ccc2c3c(cccc13)CC2,1,-2,3,1,1,1,0,1,-5,8
CN(C)S(=O)(=O)N1CCN(c2ccc([N+](=O)[O-])c(N3CCOCC3)c2)CC1,-3,-10,1,0,6,-3,-2,5,-4,-4
Cc1ccccc1CN1CCN(S(=O)(=O)c2ccc(F)cc2)CC1,4,-6,-4,6,-3,0,5,3,-1,3
Cc1c([N+](=O)[O-])c([N+](=O)[O-])nn1CC(=O)NCCc1ccccc1,-3,6,3,-1,1,0,-1,-1,0,-1
O=C(CN1C(=O)CSc2ccccc21)N/N=C/c1ccco1,6,8,3,2,4,3,-1,-1,-1,-1
Cc1cc2ccccc2n1CCC(=O)O,1,6,0,1,0,4,2,0,2,3
CN(C)S(=O)(=O)c1cccc(NC(=O)c2cccc(S(=O)(=O)N3CCCCCC3)c2)c1,-17,5,4,-1,-35,3,0,0,-35,2
CCN(CC)c1nc(C)nc2c1cnn2CCc1ccccc1,-2,8,-7,3,-2,0,-2,5,7,3
O=C(NC(C(=O)N/N=C/c1c2ccccc2cc2ccccc12)c1n[nH]c(=O)c2ccccc12)c1ccccc1 (stereo unspecified),-16,6,-14,-2,40*,20,-1,1,-32,-22
O=C(NCC(c1ccco1)N1CCc2ccccc21)C(=O)Nc1ccccc1F (stereo unspecified),-6,4,-3,-2,4,-4,1,0,8,4
Cc1ccc(-c2cc(-c3ccccc3)c(C#N)c(N)n2)o1,19,-2,10,2,29,21,-2,30*,6,14
CCOc1ccc(OCC(=O)c2c(O)c3ccccc3oc2=O)cc1,1,4,6,-1,-4,11,-2,2,1,2
Cc1ccc(C(=O)N/C(=C\c2ccco2)C(=O)NCCCn2ccnc2)cc1,8,-4,5,4,-1,-4,18,0,2,1
CN(C1CCCCC1)S(=O)(=O)c1cc2c(cc1Cl)NC(=O)CO2,-2,-2,-2,0,-8,4,-4,-4,2,-2
CCc1c(C)c2cc(Cl)c(O)c(CN(CC)CC)c2oc1=O,-4,-2,1,0,-3,2,-2,0,9,2
COc1ccc(OC(C)C(=O)Nc2ccccc2F)cc1 (stereo unspecified),2,-2,-1,-6,7,6,-2,1,0,8
CCCc1cc(NCc2ccccn2)n2c(nc3ccccc32)c1C#N,-2,-2,6,-3,2,4,-1,1,0,1
Nn1c(SCC(=O)Nc2ccc3c(c2)OCO3)nnc1C1CC1,8,3,-1,-3,2,6,0,1,-1,1
CC(C)NC(=S)Nc1cccc2cnccc12,3,-6,8,3,-4,-4,-1,2,-2,-3
CCOc1ccc(NC(=O)C(Cc2ccccc2)N2C(=O)c3cccc4cccc(c34)C2=O)cc1 (stereo unspecified),5,-9,1,2,.,-2,4,1,-8,-4
FC(F)(F)C12CC(c3ccccc3)=NCCN1CCN2 (stereo unspecified),1,0,-2,0,-1,1,0,-2,5,2
CC(=O)c1ccc(S(=O)(=O)N(C)CC(=O)Nc2cc(C)on2)cc1,0,10,4,-7,3,1,0,2,-3,2
N#Cc1nc(COc2ccccc2Cl)oc1NCc1cccnc1,3,0,3,2,6,1,-2,-1,11,9
CCOc1ccc(-n2c(SCC(=O)N3CCC(C(=O)O)CC3)nc3ccccc3c2=O)cc1,6,10,2,-5,-3,6,1,2,-3,-6
COc1ccc(C(=O)N2CCN=C2SCc2cccnc2)c(OC)c1,1,2,-6,-5,-6,1,0,5,1,0
CC(C)c1cc(Cn2c3ccccc3c(=O)n2C(C)Cn2cc(C3=CCCCC3)nn2)on1 (stereo unspecified),5,3,-10,-1,.,1,-2,0,4,-16
COc1ccc(N(CC(=O)NCCC2=CCCCC2)S(C)(=O)=O)cc1,-1,1,0,1,-2,-4,0,0,10,-4
Cc1cccc(C)c1NC(=O)C(=O)NCCCN1CCOCC1,5,6,0,-2,5,0,1,-3,8,2
COc1ccc(OC)c(C(=O)NC2CCSc3ccccc32)c1 (stereo unspecified),4,6,-5,-5,-10,-3,0,-5,3,-8
C#CCN1CC(N(C)CCOC(=O)c2ccc([N+](=O)[O-])cc2)CS1(=O)=O (stereo unspecified),-4,.,0,4,.,2,4,-2,2,-3
CN(C(=O)CCc1nc(-c2ccccc2F)no1)c1ccccc1,-12,6,-4,1,-5,-3,-1,-3,-10,-4
COc1ccccc1N(CC(=O)NCC1CCCO1)C(=O)CNS(=O)(=O)c1ccc(Cl)cc1 (stereo unspecified),-1,2,-3,0,-8,-6,-1,2,4,-6
COC(=O)CCCn1cc(CN(C)C2CN(Cc3cn(CCCC(=O)OC)nn3)S(=O)(=O)C2)nn1 (stereo unspecified),1,7,1,6,.,3,14,-2,1,-1
O=Cc1c(Sc2ccccn2)nc2ccccn2c1=O,-3,1,1,3,8,-2,-3,2,-2,3
CCn1c(SCC(=O)N=Nc2c(O)[nH]c3ccccc23)nc2ccccc21,-5,3,-1,-6,7,5,-5,3,4,0
Cc1c(NC(=O)CCCCCN2C(=O)c3ccccc3C2=O)c(=O)n(-c2ccccc2)n1C,-4,-6,3,7,-5,-10,2,2,-4,2
# More entries:
SMILES,ABHD4 inh,TCR-CD3 inh,GC-B act,MBD2 DNA inh,HTRA1 inh,rCAG RNA binder,UHRF1 binding,PRMT1 inh,SIAE primary,GC-A act
O=S(=O)(NCC1CCCO1)c1ccc(S(=O)(=O)N(Cc2ccc(F)cc2)Cc2ccco2)cc1 (stereo unspecified),0,-3,-2,2,-12,3,-4,-2,5,-4
CCCc1nc2ccccc2c(C(=O)OCC(=O)Nc2cccc(S(=O)(=O)N3CCOCC3)c2)c1CC,-83,11,13,-3,-91,12,1,-2,-82,11
Cc1cccc(C(=O)N2CCC(c3nc(-c4ccc(S(=O)(=O)N5CCOCC5)cc4)no3)CC2)c1,1,6,-7,2,0,2,3,0,5,-4
CCC(C)c1cc(S(=O)(=O)N2CCOCC2)ccc1OC (stereo unspecified),-1,0,-8,-7,-3,-6,-1,0,7,2
CCOC(=O)c1c(-c2ccc(OC)cc2)csc1NC(=O)CSc1ccccc1,-21,-2,-3,0,-24,7,-1,-1,-12,3
COC(=O)C(CCSC)NC(=O)c1cc2c(n(-c3ccccc3)c1=O)CC(C)(C)CC2=O (stereo unspecified),2,8,0,-5,0,-9,-3,-3,4,-1
COc1ccc(C(NC(=O)c2cccc(F)c2)c2ccccc2)cc1 (stereo unspecified),-11,0,-8,5,-16,-1,-1,0,-2,-8
CN1CCN(S(=O)(=O)c2ccc(NC(=O)c3ccc([N+](=O)[O-])cc3)cc2)CC1,-5,-6,-1,2,0,0,2,5,-2,-7
